High-throughput results: PubChem, National Center for Advancing Translational Sciences (NCATS)
EPAC1 antagonist: qHTS for Antagonist of cAMP-regulated guanine nucleotide exchange factor 3 (EPAC1): primary screen; EPAC1 GEF assay, Rap1b-BODIPY-GDP exchange fluorescence; Potency, µM (top dose mostly 115 µM), inactives show at the top dose activity change, negative = inhibition, usual class: inhibitors; 360,000 tested, 0.14% active; AID 720709, 2013;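 further: potency means the concentration at half of the fitted maximal effect; plate controls were vehicle for no effect and positive control for full effect; nearly all actives have a fitted effect of over 50% in size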
EPAC1 ag: qHTS for Agonist of cAMP-regulated guanine nucleotide exchange factor 3 (EPAC1): primary screen. Rap guanine nucleotide exchange factor 3 (Homo sapiens), O95398. AID 720707, 2013. 360,000 tested, 0.073% active. Potency, µM (doses to about 154 µM), without a hit: at the top dose activation, usual class: activators. EPAC1 agonist qHTS, biochemical assay; response scale: 100% = response to 6.5 mM cAMP; further: potency means the concentration at half of the fitted maximal effect; nearly all actives have a fitted effect of over 60% in size
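Normalized to 6.5 mM cAMP, activity reflects EPAC1-catalysed release of BODIPY-GDP from Rap1B, followed kinetically over 30 min at 480 nm excitation, 540 nm emission. Reaction contained 100 nM EPAC1, 250 nM Rap1B-BODIPY-GDP, 50 uM GDP.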
IL-2 act: qHTS of IL-2 Activators. IL-2 activation reporter assay, cell-based qHTS; stimulated with anti-CD3/CD4/CD28 beads; in transgenic mouse T cells. activation, % (series mostly up to about 46 µM). 360,000 tested, 0.065% active. AID 652025, 2013; in the data active means activation above about 50%; inconclusive means mostly about 30% to 49%; further: 0% is about no effect
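Unstimulated transgenic mouse T cells preincubated 60 min with compound, then stimulated with anti-CD3/anti-CD4-coated beads plus anti-CD28 for 18 h at 37 degrees C. IL-2 response read as EGFP and DsRed fluorescence by plate cytometry.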
PI5P4Ka inh: qHTS for Inhibitors of phosphatidylinositol 5-phosphate 4-kinase (PI5P4K); max response, %; Phosphatidylinositol 5-phosphate 4-kinase type-2 alpha (Homo sapiens), P48426; AID 652105, 2013; 330,000 tested, 1.2% active; PI5P4Kalpha enzyme, ADP-Glo luminescence, 60 min; stronger effect = lower value; active means max response of -50% or lower; inconclusive means between -30% and -50%; inactive means -30% or higher; further: value at the top dose of about 77 µM; on the % scale 0 is the no-effect control and ±100 the full control effect
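ADP-Glo luminescence end-point after a 60 min room-temperature kinase reaction. PI5P4Kalpha and substrate in HEPES pH 7.4 buffer with EGTA, 0.1% CHAPS and 5% DMSO; ATP at 5 microM final.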
PTHR1 ag: qHTS for PTHR1 Agonists: Primary Screen; Parathyroid hormone/parathyroid hormone-related peptide receptor (Homo sapiens), Q03431; Potency, µM (highest dose often 115 µM), without a hit: at the top dose activation, hits mostly activators; HEK293 GP2 PTHR1 cells, GloSensor cAMP luminescence, 1 h; 410,000 tested, 0.075% active; further: potency means the concentration at half of the fitted maximal effect; nearly all actives have a fitted effect of over 55% in size; some results filed as inactive show a strong effect at the top dose; inactives centre near -15; many of its hits are not listed in these tables
Target sequence (Q03431 whole entry, looked up): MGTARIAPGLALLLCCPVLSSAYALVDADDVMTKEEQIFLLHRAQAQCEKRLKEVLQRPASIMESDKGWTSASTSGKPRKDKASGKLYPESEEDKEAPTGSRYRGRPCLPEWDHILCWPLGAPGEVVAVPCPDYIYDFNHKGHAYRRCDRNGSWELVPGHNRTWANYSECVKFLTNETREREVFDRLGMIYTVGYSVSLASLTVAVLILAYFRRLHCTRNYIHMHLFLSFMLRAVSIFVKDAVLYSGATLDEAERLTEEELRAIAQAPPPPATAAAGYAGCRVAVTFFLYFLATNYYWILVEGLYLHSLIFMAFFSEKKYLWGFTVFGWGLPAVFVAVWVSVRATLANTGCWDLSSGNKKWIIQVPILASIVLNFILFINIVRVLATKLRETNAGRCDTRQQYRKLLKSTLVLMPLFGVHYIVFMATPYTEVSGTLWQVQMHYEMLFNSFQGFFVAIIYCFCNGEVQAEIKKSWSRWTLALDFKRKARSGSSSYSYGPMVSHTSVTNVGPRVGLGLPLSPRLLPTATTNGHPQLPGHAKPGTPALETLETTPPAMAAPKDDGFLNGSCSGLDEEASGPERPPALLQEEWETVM
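HEK-293-derived GP2 cells expressing PTHR1 and a GloSensor cAMP reporter, 3,000/well, plated overnight, given luciferin plus IBMX (each 0.5 mM as added) for 1 h at 37 °C, then compound for 1 h at 37 °C. Luminescence was read after 15 min at room temperature.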
HEK293 tox: qHTS of GLP-1 Receptor Inverse Agonists: Cytotox Screen. HEK293 cAMP-luciferase reporter cells, luminescence, 24 h. Potency, µM (titrated, usually from 38.3 µM), inactives show at the highest dose activity change, negative = inhibition, actives largely listed as inhibitors. 410,000 tested, 0.13% active;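 further: loss of luciferase light is scored as toxicity; potency means the concentration at half of the fitted maximal effect; on the % scale 0 is the no-effect control and ±100 the full control effect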
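Compound-treated cells are incubated 24 hr at 37 deg C under 5% CO2 after a 12 hour attachment period, then luciferase detection reagent is added and luminescence is measured following 12 min at room temperature; lowered signal indicates toxicity.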
GLP-1R agonist: qHTS of GLP-1 Receptor Agonists | Glucagon-like peptide 1 receptor (Homo sapiens), P43220 | HEK293 GLP-1R CRE-luciferase, luminescence, 4-6 h; cells express a hypersensitive GLP-1R form | Potency, µM (titrated, usually from 45.6 µM), for inactives: at the top dose activation, most hits filed as activators | 380,000 tested, 0.007% active | AID 624172, 2012; further: potency means the concentration at half of the fitted maximal effect; % of control where 0% means no effect
Target sequence (P43220 whole entry, looked up): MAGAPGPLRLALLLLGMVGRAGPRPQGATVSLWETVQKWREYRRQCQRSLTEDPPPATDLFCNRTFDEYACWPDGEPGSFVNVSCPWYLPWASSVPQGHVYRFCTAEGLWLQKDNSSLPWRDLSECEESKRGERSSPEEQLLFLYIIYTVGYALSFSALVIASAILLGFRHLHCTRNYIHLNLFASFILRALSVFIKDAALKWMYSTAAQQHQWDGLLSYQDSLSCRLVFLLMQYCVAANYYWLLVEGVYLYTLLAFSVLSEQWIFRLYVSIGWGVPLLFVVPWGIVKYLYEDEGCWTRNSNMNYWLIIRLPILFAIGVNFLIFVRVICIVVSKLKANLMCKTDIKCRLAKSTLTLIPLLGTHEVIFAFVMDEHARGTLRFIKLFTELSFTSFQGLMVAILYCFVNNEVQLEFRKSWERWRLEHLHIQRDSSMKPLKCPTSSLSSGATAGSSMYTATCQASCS
GLP-1R inv ag: qHTS of GLP-1 Receptor Inverse Agonists (Inhibition Mode); Glucagon-like peptide 1 receptor (Homo sapiens), P43220; HEK293 GLP-1R CRE-luciferase, luminescence, 24 h; GLP-1R form is constitutively active; Potency, µM (highest dose often 38.3 µM), for the others: top-dose activity change, negative = inhibition, usual class: inhibitors; 410,000 tested, 1.6% active; AID 624417, 2012; further: potency means the concentration at half of the fitted maximal effect; on the % scale 0 is the no-effect control and ±100 the full control effect; nearly all actives have a fitted effect of over 55% in size
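Inverse agonism was detected as reduced cAMP-driven luciferase luminescence after 24 h compound treatment. The cells were HEK293 clones expressing constitutively active human GLP-1R with the reporter. Reporter-only and GPR119 cell lines served as counterscreen controls.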
PLK1 PBD block: qHTS for Inhibitors of PLK1-PDB (polo-like kinase 1 - polo-box domain): Primary Screen; Plk1 PBD binding of FITC phosphopeptide, fluorescence polarization; Potency, µM, inactives show max response, negative = inhibition, usual class: inhibitors; 360,000 tested, 2.8% active; AID 720504, 2013; further: potency means the concentration at half of the fitted maximal effect; series mostly up to about 57 µM; on the % scale 0 is the no-effect control and ±100 the full control effect; nearly all actives have a fitted effect of over 65% in size
Numbers without * were called inactive; i = inactive; ? = inconclusive; nt = no result given; & = joins results of further samples; [ ] = another dose, or the depositor's remark. Unless noted, the call rests on the fitted dose curve; in most records, active means well fitted curve in the direction sought with a large enough effect; inconclusive means small, poorly fitted or top-dose-only effect, or another doubt; inactive means no such curve, though single readings can be large; an effect the other way counts as inactive or inconclusive. A portion of the library (hit frequency here may not be typical).

SMILES | EPAC1 antagonist | EPAC1 ag | IL-2 act | PI5P4Ka inh | PTHR1 ag | HEK293 tox | GLP-1R agonist | GLP-1R inv ag | PLK1 PBD block
COCCN(C(=O)CSc1nc2ccc(OC)cc2[nH]1)c1c(N)n(Cc2ccccc2)c(=O)[nH]c1=O | 10% | 7% | -5.8 | 3 | -2% | -1% | -1% | 12% | 1%
CC(=O)N1CCN(c2nc(-c3cccs3)nc3ccccc23)CC1 | -16% | 0% | -4.7 | -1 | i | 6% | 25% | 32%[activator] | -20%
CC(C)c1ccc(NC2CCCN(C(=O)CCN3CCOCC3)C2)cc1 (stereo not given) | 1% | -1% | -0.4 | 3 | i | -1% | 0% | -28% | -6%
CCOC(=O)c1c(C)oc2cc(Br)c(OC(=O)N3CCOCC3)cc12 | -9% | 9% | 1.1 | 7 | -52%[inhibitor][57.5 µM] | -8% | 14% | 4% | -1%
O=C(OCC12CC3CC(CC(C3)C1)C2)c1ccc(NCc2cc(O)ccc2O)cc1 | -25% | 14% | -0.7 | ? | -18% | ? | -5% | ? | -8%
CN(Cc1ccccc1)S(=O)(=O)c1ccc(Cl)c(C(=O)NCc2cccnc2)c1 | -17% | 1% | 0.5 | 0 | -33%[inhibitor] | -5% | 2% | -4% | -8%
O=C(NCc1ccco1)c1cc(S(=O)(=O)N2CCCCC2)ccc1Cl | -12% | -2% | -0.8 | -5 | i | -31% | -1% | ? | -1%
CC1=CC2=NC(=O)/C(=C\c3cccn3CCOc3cccc(C)c3)C(=N)N2O1 | -17% | 9% | -4.9 | -5 | -21% | -4% | 9% | 10µM* | -4%
Cc1cc(=O)[nH]c(N/N=C/c2ccc(OC(=O)c3cccnc3)cc2)n1 | -14% | 10% | -0.2 | 6 | -4% | -2% | 8% | -4% | -13%
COc1ccc(CN2C[C@@H](CO)O[C@@H](n3cnc4c(N5CCN(C)CC5)ncnc43)C2)cc1 | -20% | 7% | -0.5 | 2 | -13% | -1% | -2% | 29% | -7%
Cc1ccc(NC(=S)N2CCC(c3ccc(C)cc3)C2)cc1 (stereo not given) | 3% | 10% | -0.4 | -10 | i | -26% | 19% | ? | 21µM*
COc1ccc(N2CCN(c3c(S(=O)(=O)c4ccccc4)cnc4ccc(OC)cc34)CC2)cc1 | -3% | 4% | -3.2 | -2 | i | -1% | 22% | -28% | 0%
CSc1ccc(CCNC(=O)Cn2ncc3c([nH]c4ccccc43)c2=O)cc1 | 19% | -13% | -3.6 | -6 | -40%[inhibitor] | -11%&5% | 2% | 4%&0% | -4%
CC(C)(C)NC(=O)Cn1nnc(-c2cccs2)n1 | -4% | 6% | 2.8 | 14 | i | 6% | 18% | 20% | 1%
O=C(Nc1ccccc1)N1CCCN(c2c(Cl)cncc2Cl)CC1 | -6% | -5% | -0.5 | 0 | i | 3% | -10% | ? | -6%
O=C1N/C(=C/c2cccs2)C(=O)N1Cc1ccc(F)cc1 | -16% | 3% | 1.2 | -11 | i | 7% | 7% | 16% | -2%
CN1OCC(S(=O)(=O)c2ccccc2)C1c1ccccc1 (stereo not given) | -28% | 4% | -0.5 | 0 | -18% | -6% | 7% | 16% | -9%
CC(C)c1ccc(C2CC(c3ccc(Br)cc3)=NN2C(N)=S)cc1 (stereo not given) | -19% | -7% | -0.1 | 3 | -13% | ? | 0% | ? | -3%
CC1(C)CC(=O)CC(=O)/C1=N\Nc1c(Cl)cc(Cl)cc1Cl | 6% | -6% | -1.1 | 13 | -15% | -7% | -7% | 2% | -7%
Cc1nnc(NC(=O)CSc2nnc(Cc3cccn3C)n2-c2cccc(C(F)(F)F)c2)s1 | 3% | -17% | 0.5 | 3 | i | -3% | 4% | 2% | -23%
CCC(=O)N/N=C(\C)CC(=O)Nc1ccc2c(c1)OCCO2 | -15% | 11% | -0.2 | -8 | i | -10% | 3% | -6% | -11%
CCc1ccc(C)[n+](CC(=O)c2cccs2)c1 | -11% | -15% | 0.1 | 0 | -21% | 2% | 3% | 15% | -8%
CC(=O)c1ccc(N2CCN(CC(=O)N(C3CC3)C3CCS(=O)(=O)C3)CC2)c(F)c1 (stereo not given) | 13% | 2% | -3.6 | -4 | i | 6% | 0% | 11% | -1%
Cc1cc(=O)oc2cc(NC(=S)NCc3ccccn3)ccc12 | 15% | -3% | 0.6 | -1 | 4% | 2% | 13% | 2% | -9%

Some of these compounds in order of SMILES length, low to high.
SMILES | EPAC1 antagonist | EPAC1 ag | IL-2 act | PI5P4Ka inh | PTHR1 ag | HEK293 tox | GLP-1R agonist | GLP-1R inv ag | PLK1 PBD block
CN1OCC(S(=O)(=O)c2ccccc2)C1c1ccccc1 (stereo not given) | -28% | 4% | -0.5 | 0 | -18% | -6% | 7% | 16% | -9%
O=C1N/C(=C/c2cccs2)C(=O)N1Cc1ccc(F)cc1 | -16% | 3% | 1.2 | -11 | i | 7% | 7% | 16% | -2%
CC(=O)c1ccc(N2CCN(CC(=O)N(C3CC3)C3CCS(=O)(=O)C3)CC2)c(F)c1 (stereo not given) | 13% | 2% | -3.6 | -4 | i | 6% | 0% | 11% | -1%

More structures follow:
SMILES | EPAC1 antagonist | EPAC1 ag | IL-2 act | PI5P4Ka inh | PTHR1 ag | HEK293 tox | GLP-1R agonist | GLP-1R inv ag | PLK1 PBD block
O=C(CSc1ccccc1F)NC(=O)NC1CCCC1 | 2% | 10% | 0.5 | 1 | -36%[inhibitor] | 13% | 15% | 2% | 2%
COc1ccc(N2CC(C(=O)NC3CCSC3=O)CC2=O)cc1 (stereo not given) | 11% | 6% | 0.0 | -1 | i | 3% | 5% | 23% | -7%
CCC(CC)C(=O)Nc1nnc(S(=O)(=O)N2CCCCCC2)s1 | -10% | -5% | -1.8 | 2 | -8%&-5% | -3%&1% | 16% | 7.9µM* | -3%
COC(=O)c1cccc(S(=O)(=O)N2CCC(n3nnc4cc(F)ccc43)CC2)c1 | 10% | 13% | -2.4 | 2 | -13% | -11% | 1% | -26% | -14%
Clc1cncc(Cl)c1N/N=C/c1ccncc1 | 1% | 4% | 0.2 | 4 | -18% | 8% | -2% | -12% | -8%
O=C(CNC(=O)C1CCCCC1)OCC(=O)c1ccc(Br)cc1 | 13% | 15% | -4.5 | -2 | -13% | -4% | 4% | 31%[activator] | -2%
COc1ccc(-n2cc(C(=O)c3cc(Cl)ccc3O)cc(C#N)c2=O)cc1 | -18% | 5% | -1.4 | -1 | -13% | -4% | 10% | -26% | -1%
CCc1cc2c(SCC(=O)NCC3CCCO3)ncnc2s1 (stereo not given) | -8% | 2% | 1.5 | 3 | i | 2% | 1% | 8% | -24%
O=C(CN1CCCN(S(=O)(=O)c2ccc(F)cc2)CC1)Nc1c(Cl)cccc1Cl | -12% | 7% | -0.3 | -1 | -16% | -3% | 17% | ? | -16%
CC(C)CCNC(=O)C1CC(c2ccc(C(F)(F)F)cc2)=NO1 (stereo not given) | 1% | -1% | -0.1 | 5 | -18% | -2% | 2% | 7% | 1%
Cc1cccc(NC(=O)c2cccc(NC(=O)c3ccccc3)c2)n1 | 3% | 2% | -1.5 | 1 | i | -13% | -1% | 7% | -4%
COc1cc(NC(=O)Cc2nn(C)c(=O)c3ccccc23)cc(OC)c1OC | 0% | 4% | 0.4 | nt | i | -8% | -9% | 6% | -4%
CC(=O)Nc1cccc(OCC(=O)Nc2sccc2C(N)=O)c1 | 9% | 1% | 0.0 | -7 | -18% | 0% | 4% | 6% | -5%
COc1cc(C(=O)NCc2cc(C)nc3ccccc23)cc(OC)c1OC | -8% | 2% | 0.4 | 1 | i | 14% | 1% | 36%[activator] | -15%
CCN(CC)CCCNC(=O)Cn1cnc2ccc(S(=O)(=O)N3CCC(C)CC3)cc2c1=O | -4% | 3% | -3.8 | 2 | 0% | 12% | 5% | ? | -11%
O=C(Cn1cncn1)NCc1cccc(C(F)(F)F)c1 | -3% | -7% | 0.4 | 2 | -49%[inhibitor] | -18% | -3% | 13% | 3%
NNC(=O)CNc1cccc(Cl)c1 | -7% | 14% | 0.5 | -1 | 10% | -3% | 1% | -14% | -2%
Cc1c(OCC(=O)NCC(O)c2ccccc2)ccc2c(-c3ccccc3)cc(=O)oc12 (stereo not given) | -5% | -13% | -0.5 | 6 | -33% | 0% | 5% | -15% | -5%
COC(=O)[C@H](C)NC(=O)Nc1ccc(Oc2ccccc2)cc1 | -15% | -1% | 0.1 | nt | ? | 10% | 2% | -3% | 1%
Cc1ccc(Cn2c(N3CCN(C)CC3)nc3c2c(=O)[nH]c(=O)n3C)cc1 | -3% | 0% | -0.3 | 7 | -11% | 1% | -5% | 3% | -4%
O=C(CSc1nc2c([nH]c3ccccc32)c(=O)n1-c1ccc(F)cc1)Nc1ccc2c(c1)OCO2 | nt | nt | nt | nt | i | -11% | -3% | -14% | nt
CCCCNC(=O)C[C@@H]1C[C@@]2(C(=O)OCC)CCC=C2N(Cc2ccc(Cl)cc2Cl)C1=O | -15% | -4% | -0.6 | 8 | -38%[inhibitor] | -5% | 4% | ? | -9%
CCOC(=O)c1cc[nH]c1CC(=O)NC | 9% | 5% | -1.2 | 2 | -8% | 6% | 3% | 6% | 2%
O=C(Nc1ccc2c(c1)OCO2)C1CC(c2cccc(Br)c2)=NO1 (stereo not given) | -18% | 12% | 0.6 | 1 | -17% | -10% | 16% | -8% | -6%
